# Source: PubChem (The Scripps Research Institute Molecular Screening Center)
# CHRM5 agonist – CHRM5 agonism in calcium assay; activation, % at 3 µM; hit rate 0.19% among 360,000; AID 624037; CHO-K1 hM5 cells, Fluo-8 calcium fluorescence; 0% DMSO wells, 100% maximal acetylcholine response; P08912;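 active = activation above the run's mean over test compounds plus 3 SD, cut at about 23% in these data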;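 note: signal is peak over basal fluorescence ratio across the kinetic read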
# CHRM1 antagonist – antagonists of human M1 muscarinic receptor | CHO-K1 hM1, Fluo-8 calcium fluorescence, ACh EC80 antagonist | inhibition, % at 3 µM | P11229 | AID 588852 | hit rate 1.3% among 360,000;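 active = percent inhibition above its own plate's cutoff, namely the mean of that plate's compound wells plus 3 SD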;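 note: peak over basal fluorescence ratio during 140 s after agonist addition; 0% = ACh EC80 plus DMSO and 100% = DMSO alone without agonist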
# Target sequence (P11229 whole entry, looked up): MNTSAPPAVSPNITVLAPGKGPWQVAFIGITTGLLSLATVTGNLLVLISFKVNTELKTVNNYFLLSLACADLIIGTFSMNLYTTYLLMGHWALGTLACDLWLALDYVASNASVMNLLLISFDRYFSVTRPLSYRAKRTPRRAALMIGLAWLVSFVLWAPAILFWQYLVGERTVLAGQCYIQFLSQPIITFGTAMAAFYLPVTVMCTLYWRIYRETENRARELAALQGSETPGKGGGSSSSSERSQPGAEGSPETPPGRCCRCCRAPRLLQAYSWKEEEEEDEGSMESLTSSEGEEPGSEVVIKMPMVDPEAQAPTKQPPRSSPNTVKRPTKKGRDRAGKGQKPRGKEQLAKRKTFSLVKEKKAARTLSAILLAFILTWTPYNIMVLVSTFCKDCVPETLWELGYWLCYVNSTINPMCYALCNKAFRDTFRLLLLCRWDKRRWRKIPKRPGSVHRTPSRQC
# M1 ag – activates human CHRM1 receptor; AID 588814; hit rate 0.33% among 360,000; P11229; activation, % at 3 µM; CHO-K1 hM1, Fluo-8 calcium fluorescence, agonist mode; 0% DMSO, 100% acetylcholine EC100;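 active = activation above the run's mean compound activation plus 3 SD, cut at about 16% in these data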;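 note: peak over basal fluorescence ratio within a 140 s kinetic read after compound addition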
# M4 ag – agonists of human muscarinic M4 receptor (CHRM4) | AID 624127 | hit rate 0.14% among 360,000 | CHO-K1 hM4/Gqi5, Fluo-8 calcium fluorescence; vehicle 0%, full acetylcholine response 100% | activation, % at 3 µM | P08173;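 active = activation above the run mean over all test wells plus 3 SD, cut at about 32% in these data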;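 note: peak over basal fluorescence ratio per well then scaled between controls; 0% = DMSO wells and 100% = acetylcholine at EC100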
# Target sequence (P08173 whole entry, looked up): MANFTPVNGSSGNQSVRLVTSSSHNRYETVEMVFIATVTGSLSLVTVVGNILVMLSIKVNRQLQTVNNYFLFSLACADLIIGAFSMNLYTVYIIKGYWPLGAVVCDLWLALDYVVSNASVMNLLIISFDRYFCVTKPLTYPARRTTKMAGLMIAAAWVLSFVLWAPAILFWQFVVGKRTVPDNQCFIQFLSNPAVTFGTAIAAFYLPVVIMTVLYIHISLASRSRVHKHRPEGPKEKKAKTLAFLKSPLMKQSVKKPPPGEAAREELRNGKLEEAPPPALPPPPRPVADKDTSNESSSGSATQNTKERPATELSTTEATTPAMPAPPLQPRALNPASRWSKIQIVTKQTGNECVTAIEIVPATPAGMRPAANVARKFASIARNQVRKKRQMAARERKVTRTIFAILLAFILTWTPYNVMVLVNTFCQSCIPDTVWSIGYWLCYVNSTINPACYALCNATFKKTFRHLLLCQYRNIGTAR
# M5 PAM – CHRM5 positive allosteric modulation; P08912; CHO-K1 hM5, Fluo-8 calcium, ACh EC20 PAM; 0% = ACh EC20, 100% = ACh EC100; activation, % at 3 µM; hit rate 0.3% among 360,000;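 active = activation above the run cutoff, the mean activation of all test compounds plus 3 SD, cut at about 18% in these data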
#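 Assay system: CHO-K1 hM5 cells. Also added: acetylcholine at EC20 concentration, added after compound. Dosing: 3 µM, single dose. Times: compound preincubation 140 s before EC20 acetylcholine addition. Signal: Fluo-8 calcium fluorescence. Measure: % activation relative to EC20 and EC100 ACh responses. Repeats: singlicate, one well per test compound.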
# CHRM5 antagonist – blocks acetylcholine activation of human M5 receptor; P08912; CHO-hM5 cells, Fluo-8 calcium fluorescence, ACh EC80; inhibition, % at 3 µM; hit rate 0.59% among 360,000;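 active = inhibition above a per-plate cutoff, the mean of that plate's test compounds plus 3 SD, cut at about 27% in these data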;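 note: 0% = acetylcholine EC80 with DMSO and 100% = DMSO without agonist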
# TAAR1 agonist – human TAAR1 agonism | hit rate 0.99% among 360,000 | activation, % at 3 µM | CHO RD-HGA16 TAAR1, Fluo-8 calcium fluorescence; vehicle wells 0%, saturating PEA agonist 100% | Q96RJ0 | AID 624467;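 active = activation above the mean activation of all test compounds in the run plus 3 SD, cut at about 38% in these data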
#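 Benchmarks: low control DMSO, high control PEA (EC100); System: CHO RD-HGA16 cells carrying human TAAR1 plus Gα16; Detection: Fluo-8 fluorescence, 5 s baseline then 140 s kinetic read; Schedule: 17-24 h plating, Fluo-8 75 min 37 °C, 30 min RT; Read-out basis: % activation from peak over basal fluorescence ratio, DMSO-to-PEA scaled.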
# CHRM1 PAM – positive allosteric modulators of human M1 muscarinic receptor; P11229; CHO-K1 hM1, Fluo-8 calcium fluorescence, ACh EC20; 0% = ACh EC20, 100% = maximal ACh; activation, % at 3 µM; hit rate 0.088% among 360,000; in the data active = activation above about 19%, passing the limit was not always enough
# CHRM4 antagonist – blocks acetylcholine activation of human M4 receptor. P08173. CHO-hM4 cells, ACh EC80, Fluo-8 calcium fluorescence. inhibition, % at 3 µM. hit rate 0.73% among 360,000. AID 624125;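 active = inhibition above its plate's cutoff, the mean inhibition of sample wells plus 3 SD, cut at about 27% in these data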;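 note: 0% = acetylcholine EC80 with DMSO and 100% = DMSO without agonist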
# Active calls of the source: *; . = no result given. Only part of the results is shown, so the mix of outcomes need not match the whole.
entry	Structure	CHRM5 agonist	CHRM1 antagonist	M1 ag	M4 ag	M5 PAM	CHRM5 antagonist	TAAR1 agonist	CHRM1 PAM	CHRM4 antagonist
1	CCOc1ccccc1N1CCN(C(=O)c2cn(CC3CCCCC3)nn2)CC1	2	3	-3	6	2	-5	4	-2	0
2	COC(=O)c1c(NC(=O)c2ccccc2C(=O)O)sc2c1CCCC2	3	-4	1	1	2	1	5	6	4
3	Cc1ccc(S(=O)(=O)N2CCCC(C(=O)N3CCCc4ccccc43)C2)cc1 (stereo unspecified)	-1	-8	-4	1	-2	4	1	6	9
4	Cc1c(NC(=O)CN(c2ccccc2)S(=O)(=O)c2ccc(F)cc2)c(=O)n(-c2ccccc2)n1C	-3	18	-6	4	-4	5	0	-1	2
5	Cc1nn(CC(=O)N2CCN(S(=O)(=O)c3ccccc3)CC2)c(C)c1[N+](=O)[O-]	-3	14	-4	0	-6	16	-2	-6	10
6	CC[C@H]1c2[nH]c3ccccc3c2C[C@H]2C(=O)N(c3ccc(F)cc3)C(=O)N21	1	10	-3	13	-5	10	6	-8	-11
7	CCCOc1ccc(C2C(=O)N(C3CCCCC3)CC(=O)N2C2CC2)cc1OC (stereo unspecified)	-1	-2	-5	0	11	-5	14	1	-6
8	COc1ccc(NC(=O)c2cccnc2Nc2ccccc2)cc1	-1	-6	-6	0	-2	1	8	-3	-2
9	COc1ccc(CCc2nnc(CCC(=O)NCc3cc(C(C)C)no3)o2)cc1	-2	-8	-1	2	-4	3	2	-2	7
10	O=C(COc1ccccc1Cl)NCCNC(=O)c1cccnc1	-3	-5	-5	2	0	13	1	4	-4
11	O=C(OCc1ccc([N+](=O)[O-])cc1)c1ccc(N2CCCC2)c([N+](=O)[O-])c1	-2	-8	-7	1	2	-2	0	7	-1
12	CNC[C@H](CC1CCCCC1)NC[C@H](CO)NCC1(c2ccccc2)CC1	-4	2	-13	2	10	5	4	-4	1
13	C=CCn1c(SCC(=O)NC2CC2)nnc1-c1cccc(OC)c1	-6	0	-2	1	-4	14	2	4	-4
14	CCC(CO)NCc1ccc2c(c1)n(C)c(=O)n2C (stereo unspecified)	-1	-12	-4	1	1	-3	3	11	-2
15	O=C(NCc1ccc2c(c1)OCO2)c1ccc(N2C(=O)C3CCCCC3C2=O)cc1 (stereo unspecified)	2	-17	4	5	-5	-6	.	5	11
16	CC(C)CCn1c(CN2CCN(Cc3ccccc3)CC2)nc2c1c(=O)[nH]c(=O)n2C	-4	-10	-7	1	4	-12	8	4	-17
17	O=C(O)COc1ccc(NC(=O)c2ccc3c(c2)C(=O)N(Cc2ccccc2)C3=O)cc1	-1	0	-2	-1	1	6	2	1	4
18	COc1ccc(C(=O)N2CCN(c3c(C)cccc3C)CC2)cc1OC	1	-5	-3	1	-3	5	6	-2	1
19	CC1=C(C(=O)Nc2cc(C)ccc2C)C(c2cccs2)NC(=S)N1 (stereo unspecified)	1	-8	-5	1	1	-7	18	7	1
20	CCOc1ccc(N2C(=O)CC(N(CCc3ccc(S(N)(=O)=O)cc3)C(C)=O)C2=O)cc1 (stereo unspecified)	-2	1	-1	0	8	8	1	-1	7
21	Clc1ccc(-c2nc3cnccn3c2NC2CCCC2)cc1	-12	-7	-4	3	3	-7	.	8	-9
22	Cc1cccc2cc(/C=N/NC(=O)c3ccncc3)c(Cl)nc12	1	6	-4	10	-5	9	4	-3	-1
23	Cc1cc(C)c(NC(=O)COC(=O)c2cc([N+](=O)[O-])ccc2N2CCOCC2)c(C)c1	0	-2	2	0	14	-13	-1	12	4
24	COc1ccc(C(=O)NCC(=O)N2CCN(C(=O)c3ccco3)CC2)cc1[N+](=O)[O-]	0	-20	-2	0	6	7	2	12	-11
25	CN(C)CC1CCC/C(=C/c2ccc(Cl)cc2)C1=O (stereo unspecified)	0	-19	-2	1	5	-2	0	11	-8
26	O=C(COC(=O)COc1cccc(F)c1)NCCC1=CCCCC1	1	-8	1	2	-1	4	9	11	-4
27	CCOC(=O)N1CCN(S(=O)(=O)c2ccc(C(=O)N(CCCN(C)C)c3nc4ccc(Cl)cc4s3)cc2)CC1	-9	-6	-3	4	-10	4	21	2	-1
28	CSc1ccccc1NC(=O)c1cccc(S(=O)(=O)N2CCN(C)CC2)c1	-1	-21	-4	1	-2	-2	4	17	-6
29	Cc1cc(NC(=O)CSC2=NS(=O)(=O)c3ccccc3N2)no1	5	-6	-1	1	6	-2	0	4	-10
30	CCn1nc(C)c(CN2CCN(Cc3ccsc3)C(CCO)C2)c1C (stereo unspecified)	-5	5	-7	4	-11	15	2	-1	2

# Quoted from the listing.
# CCn1nc(C)c(CN2CCN(Cc3ccsc3)C(CCO)C2)c1C (stereo unspecified) in CHRM4 antagonist has 2
# CN(C)CC1CCC/C(=C/c2ccc(Cl)cc2)C1=O (stereo unspecified) in CHRM4 antagonist has -8

# (cont.)
entry	Structure	CHRM5 agonist	CHRM1 antagonist	M1 ag	M4 ag	M5 PAM	CHRM5 antagonist	TAAR1 agonist	CHRM1 PAM	CHRM4 antagonist
31	CC(C)CN(C(=O)c1cccc(S(=O)(=O)N2CCN(c3ccc(F)cc3)CC2)c1)C1CCS(=O)(=O)C1 (stereo unspecified)	-3	-13	-3	2	-2	4	0	13	-15
32	CC(NC(=O)C1CCCC1)c1ccc(Br)cc1 (stereo unspecified)	-2	-20	-5	-1	10	4	-1	15	4
33	O=C(NCC1CCOCC1)c1ccc(-c2ccc(F)c(F)c2)c2ccoc12	0	-16	-3	12	-5	1	1	4	-16
34	CCCCn1c(N)c(N(CCOC)C(=O)c2ccc(NC3CC3)c([N+](=O)[O-])c2)c(=O)[nH]c1=O	-4	-15	0	0	2	-8	0	10	-17
35	COCCC1CCCCN1C(=O)c1cc(COc2cccc(C(C)=O)c2)on1 (stereo unspecified)	4	-3	5	13	-19	14	6	2	-1
36	CCn1c(=N)n(CC(=O)OC)c2ccccc21	-10	-12	-5	1	-6	-3	1	7	2
37	COc1ccc(-c2sc3ccc(OC)cc3c2-c2ccc(OC)c(F)c2)cc1	1	12	-4	0	-14	14	2	-9	8
38	CCOC(=O)C1(C)CCN1C(=O)c1cncc(Br)c1 (stereo unspecified)	0	-18	-3	1	1	1	4	12	-8
39	COc1cccc(NC(=O)CN(C)C(=O)c2ccc(S(=O)(=O)Nc3ccccc3C)cc2)c1	0	-6	-2	3	-6	17	3	10	15
40	O=C1c2ccccc2C(=O)N1CCCCc1cn(C[C@H]2CC[C@H](Cn3cc(CCCCN4C(=O)c5ccccc5C4=O)nn3)O2)nn1	4	25	-3	21	-7	0	10	-23	25
41	O=C(CN1CCN(c2ccccc2F)CC1)N1CCc2ccccc21	-1	0	-5	0	-5	14	-3	-3	11
42	O=C(Nc1cccc(F)c1)N1CCC(n2c(=O)[nH]c3ccccc32)CC1	3	-9	-1	9	2	0	2	6	-17
43	Cc1cc(C(=O)O)n(C(C)(C)C)n1	1	-11	-3	0	8	-2	3	7	-7
44	C[C@H](NC(=O)CCn1nnc2ccccc2c1=O)C(=O)O	-3	-12	-2	0	1	7	-4	9	-9
45	CC(C)C(=O)N1CCN(c2nc(-c3ccc(Cl)cc3)cs2)CC1	6	-4	1	5	-9	12	-1	6	-3
46	CC(=O)Nc1ccc(S(=O)(=O)Nc2nnc(C3CCCCC3)s2)cc1	-2	8	-3	5	-8	11	5	-2	2
47	Cc1ccc(C(=O)OCC(=O)N2CCC(c3ccccc3)=N2)cc1	-4	9	-6	4	2	16	0	-14	3
48	N#Cc1c2ccc(O)cc2n2ccccc12	9	-1	1	4	2	2	14	6	3
49	COc1ccc(NC2=CC(c3ccc(OC)cc3)N(c3ccc(OC)cc3)C2=O)cc1 (stereo unspecified)	-1	-3	-6	0	4	-9	15	5	0
50	Cc1ccc(S(=O)(=O)/C(C#N)=C/c2c(N3CCOCC3)nc3ccccn3c2=O)cc1	0	-1	-3	4	-6	5	4	6	12
51	CCc1ccc(CN(C)C(=O)C2CCC(=O)N(CCc3ccc(OC)cc3)C2)nc1 (stereo unspecified)	-1	-6	-3	2	-4	-6	0	5	2
52	FC(F)(F)C1=CC(c2ccccc2)=NCCN1	-5	-14	-4	1	2	-5	0	9	-4
53	O=C(Nc1ccccc1Br)c1ccc(OC(=S)N2CCOCC2)cc1	2	11	-10	2	7	-7	5	-6	3
54	CS(=O)(=O)C1=NN2C(=N)/C(=C\c3ccc(OC(=O)c4ccco4)cc3)C(=O)N=C2S1	-4	-10	0	0	-3	12	2	12	-7
55	Cc1[nH]c2ccc(F)cc2c1CCN(Cc1ccncc1)C(=S)Nc1cccc(F)c1	1	6	-5	6	-9	5	5	-4	-4
56	Cc1ccc(CN(CC(O)COc2cccc3[nH]cc(C)c23)C(C)(C)C)cc1 (stereo unspecified)	-2	-16	-8	3	-8	9	7	-5	3
57	O=C(CSc1nnc(CNC(=O)c2ccc(F)cc2)o1)c1ccccc1	-1	-11	-1	4	-9	5	0	5	-14
58	CCOc1cccc(C(=O)NC(c2ccccc2)C(C)C)c1 (stereo unspecified)	0	-11	-1	-1	5	10	7	11	-14
59	COC(=O)c1ccccc1NC(=O)CNc1cc(OC)c(OC)cc1C	-1	-3	-5	2	-8	9	1	3	0
60	COC1=CC(=O)C=C(OC)C1=O	11	-23	4	8	7	-1	15	9	9
61	CCC(C)NC(=O)c1ccc2nc(Cc3ccc(OC)cc3)oc2c1 (stereo unspecified)	10	-16	4	5	3	2	0	7	-7
62	O=C(Nc1ccc2c(c1)OCO2)c1ccc(Br)s1	-3	-2	-7	4	-9	1	1	1	-15
63	Cn1c(N)cc(=O)[nH]c1=S	3	22	2	1	-2	6	2	-9	-6
64	CCCCCNC(=O)C(c1ccccc1)n1c(=O)c(-c2cc3ccccc3[nH]2)nc2ccccc21 (stereo unspecified)	2	.	.	1	9	-14	1	.	-14
65	COc1cc(C(=O)Nc2ccncc2)c([N+](=O)[O-])cc1OC	3	-15	-3	2	1	3	4	7	-1
66	CCCc1c(C(=O)N2CCN(c3ccccc3OC)CC2)cnn1-c1ccccc1	4	-19	1	2	-2	7	1	10	0
67	O=C(Nc1ccc2c(c1)OCCO2)c1cncc(Br)c1	-2	-1	-3	1	-5	-1	5	3	-3
68	Cc1ccccc1NC(=O)Cc1nnc(SCC(=O)c2ccc(Br)cc2)n1C	2	-7	-3	2	8	-8	7	5	9
69	COCCNC(=O)C1(C)CCCN(C(=O)c2c(-c3ccccc3)noc2C)C1 (stereo unspecified)	0	2	0	0	-1	3	0	-2	-5
70	COC(=O)C1=C(C)NC(C)=C(C(=O)OC)C1c1ccccc1OCc1c(C)no[n+]1[O-]	1	-13	-4	0	10	-15	3	22*	8
